# Compound activity: PubChem BioAssay, National Center for Advancing Translational Sciences (NCATS)
# PNC assembly inh: High Content Assay for Compounds that inhibit the Assembly of the Perinucleolar Compartment; actives 3.1% (n = 140,000); activity change (PNC), negative = inhibition, % at 10 µM; PC3M PTB-GFP, PNC prevalence imaging, 16 h; stronger effect = lower value;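 active = readout at or below -70, meaning at least 70% loss of cells showing the perinucleolar compartment, a nuclear body marking cancer cells; inconclusive = readout between -30 and a set limit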;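 also: plate controls were DMSO wells for no effect and camptothecin positive control wells for full effect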
#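 Read-out is percentage of cells bearing a perinucleolar compartment, from automated 20x imaging of fixed, Hoechst-stained PC3M PTB-GFP cells. Cells were seeded 4 h, then exposed 16 h to compound (23 nl of library stock) in duplicate plates.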
# IMPase inh: qHTS Assay for Identifying the Cell-Membrane Permeable IMPase Inhibitors | CHO-M1 cells, IP1 accumulation, HTRF TR-FRET ratio | 120,000 tested, under 10 active | inhibition (IP1 accumulation), % at 46.1 µM | AID 901, 2007 | Inositol monophosphatase 1 (Rattus norvegicus), P97697; active = well fitted curve in the direction sought with a large enough effect in the signal ratio, not every such curve was filed as active; inconclusive = small, poorly fitted or top-dose-only effect, or a change in a side signal; inactive = no such curve, though single readings can be large or run the other way; the % refers to the signal ratio;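 also: cells stimulated with carbachol in lithium chloride buffer; plate controls were DMSO basal wells for no effect and reference inhibitor wells for full effect; higher means more IMPase inhibition seen as more IP1 and lower FRET ratio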
# Target sequence (P97697 whole entry, looked up): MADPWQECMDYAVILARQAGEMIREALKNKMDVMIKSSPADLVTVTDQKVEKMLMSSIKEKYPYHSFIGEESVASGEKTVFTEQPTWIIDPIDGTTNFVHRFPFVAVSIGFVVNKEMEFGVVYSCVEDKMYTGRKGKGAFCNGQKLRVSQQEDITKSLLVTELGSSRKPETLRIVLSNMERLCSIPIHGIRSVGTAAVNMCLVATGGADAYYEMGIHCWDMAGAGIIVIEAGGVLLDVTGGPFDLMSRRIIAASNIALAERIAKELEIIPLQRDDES
#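 Cellular IMPase inhibition is scored as a rise in cytosolic IP1, detected by competitive TR-FRET between d2-labelled IP1 and a europium anti-IP1 antibody. M1-expressing CHO cells were stimulated with carbachol for 30 min at 37C, with lithium (50 mM LiCl) present in the buffer.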
# 15-hLO-2 inh: qHTS Assay for Inhibitors of 15-hLO-2 (15-human lipoxygenase 2) | Polyunsaturated fatty acid lipoxygenase ALOX15B (Homo sapiens), O15296 | purified 15hLO-2, xylenol orange hydroperoxide absorbance | Potency, µM (top dose mostly 57.1 µM), for inactives: at the top dose activity change, negative = inhibition, usual class: inhibitors | actives 0.56% (n = 110,000); also: potency is read from the fitted curve at half-maximal effect; nearly all actives have a fitted effect of over 60% in size; many of its hits are not listed in these tables
#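 Read-out: hydroperoxide product oxidises ferrous iron, measured as xylenol orange complex via the 573-to-405 nm absorbance ratio after 30 min. Reaction: 50 nM enzyme, 15 min compound preincubation, 45 uM arachidonic acid, 90 min RT, Hepes pH 7.5 with Triton X-100.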
# ALOX12 inhib: qHTS Assay for Inhibitors of 12-hLO (12-human lipoxygenase). Polyunsaturated fatty acid lipoxygenase ALOX12 (Homo sapiens), P18054. purified 12-hLO, xylenol orange hydroperoxide absorbance. Potency, µM (highest dose often 57.1 µM), for inactives: at the highest dose activity change, negative = inhibition, actives largely listed as inhibitors. actives 0.12% (n = 150,000). AID 1452, 2008; also: potency is read from the fitted curve at half-maximal effect; nearly all actives have a fitted effect of over 55% in size; many of its hits are not listed in these tables
# Target sequence (P18054 whole entry, looked up): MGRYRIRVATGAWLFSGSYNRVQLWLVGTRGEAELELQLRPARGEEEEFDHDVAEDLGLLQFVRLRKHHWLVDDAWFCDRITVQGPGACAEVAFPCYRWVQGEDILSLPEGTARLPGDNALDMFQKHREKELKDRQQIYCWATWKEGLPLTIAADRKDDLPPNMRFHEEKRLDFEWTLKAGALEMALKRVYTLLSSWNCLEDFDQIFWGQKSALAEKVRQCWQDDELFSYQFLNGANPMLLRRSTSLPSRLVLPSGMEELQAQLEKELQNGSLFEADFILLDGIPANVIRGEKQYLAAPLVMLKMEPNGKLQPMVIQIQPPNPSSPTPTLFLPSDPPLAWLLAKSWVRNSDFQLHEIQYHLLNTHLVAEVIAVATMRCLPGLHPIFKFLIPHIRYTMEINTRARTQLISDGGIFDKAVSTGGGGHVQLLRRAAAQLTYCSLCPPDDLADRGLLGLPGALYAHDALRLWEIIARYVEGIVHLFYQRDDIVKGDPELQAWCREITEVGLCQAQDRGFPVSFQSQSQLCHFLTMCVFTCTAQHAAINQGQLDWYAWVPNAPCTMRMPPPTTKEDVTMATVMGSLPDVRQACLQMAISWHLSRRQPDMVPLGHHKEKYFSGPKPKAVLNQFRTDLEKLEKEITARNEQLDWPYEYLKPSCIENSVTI
#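 Xylenol orange chromogenic assay: hydroperoxide from 12hLO oxidises Fe(II), giving red-shifted Fe(III)-XO absorbance. Conditions: 150 nM enzyme, 40 uM arachidonic acid, 25 mM Hepes pH 7.0, 0.01% Triton X-100, 30 min, room temperature.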
# Active calls of the source: *; ? = inconclusive; . = no result given; [ ] = another dose, or the depositor's remark. Unless noted, calls follow the shape of the dose curve; as a rule, active = well fitted curve in the direction sought with a large enough effect; inconclusive = small, poorly fitted or top-dose-only effect, or another doubt; inactive = no such curve, though single readings can be large; an effect the other way counts as inactive or inconclusive. Unless noted, % is scaled to controls: 0 for no effect and ±100 for the full control effect.
# Under each structure – PNC assembly inh	IMPase inh	15-hLO-2 inh	ALOX12 inhib
> O=C(C[n+]1cc(-c2ccc(F)cc2)n2c1CCC2)N1c2ccccc2Sc2ccccc21
→ 14.8	.	.	-2.8%
> COC(=O)Cc1csc(/N=C/c2c(O)n(-c3cccc(C(F)(F)F)c3)c(=O)c3ccccc23)n1
→ -11.4	.	.	1.5%
> O=C(CCc1ccc(Oc2cc([N+](=O)[O-])cc([N+](=O)[O-])c2)cc1)N1CCCCCC1
→ -23.9	8.1	.	-1.2%
> COC(=O)c1c(NC(=O)C2CC(=O)NN2Cc2ccccc2)sc(C)c1C (stereo not drawn)
→ 20.8	4.2	-16.3%	-2.3%
> Cc1ccc2nc(-c3ccc(NC(=O)COC(=O)c4ccc(=O)[nH]c4)cc3)sc2c1
→ -0.8	.	.	-4.8%
> CCn1c(C(=O)N2CCCC(C(=O)NCCCc3ccccc3)C2)cc2sccc21 (stereo not drawn)
→ 179.0	1.2	.	7.2%
> COc1ccc(NC(=O)c2coc3ccccc23)cc1OC
→ -18.0	-5.1	5.0%	0.2%
> CCOc1ccc(CN(C)CC(=O)Nc2ccc(N3CCOCC3)cc2)cc1OC
→ -20.1	6.8	.	5.9%
> COc1cccc2c1C(=O)CC(c1ccccc1)O2 (stereo not drawn)
→ .	1.0	-1.0%	-4.2%
> COc1cccc(OC)c1C(=O)NC(=S)Nc1ccc2c(c1)C(=O)N(C)C2=O
→ -6.6	.	.	-4.6%
> CCn1cc(C(=O)NCCOC)c(=O)c2ccc(C)nc21
→ -2.6	-10.9	-1.0%	8.5%
> O=C(Nc1ccc(F)cc1)Nc1ccc(Cl)cn1
→ ?	13.2	-4.5%	0.5%
> Cc1ccc(C)c(S(=O)(=O)N/N=C/c2cccnc2)c1
→ -11.3	.	.	3.2%
> Cc1ccc(C(O)(C(=O)NNS(=O)(=O)c2ccc(C)cc2)c2ccc(C)cc2)cc1
→ -7.2	.	.	2.2%
> Cc1cc(C)cc(NC(=O)C2CCCN(c3nc(C)cc(C)n3)C2)c1 (stereo not drawn)
→ -1.7	10.4	2.7%	1.9%
> CC1(C)CC(=O)c2sc(NC(=O)C3COc4ccccc4O3)nc2C1 (stereo not drawn)
→ ?	-21.3	-4.7%	1.3%
> Cc1oc2c(CN3CCOCC3)c(O)ccc2c(=O)c1-c1ccccc1
→ -28.7	3.1	-5.2%	-2.0%
> O=C(Cn1c(-c2cscn2)nc2ccccc21)Nc1ccc2ccccc2c1
→ -16.7	7.2	48.7%[activator]	-2.6%
> Cc1noc2ncnc(Sc3ccccc3Cl)c12
→ -23.7	-0.1	-3.8%	2.2%
> COc1ccccc1NC(=O)c1ccc(NS(=O)(=O)c2ccc(F)c(F)c2F)cc1
→ -121.5*	.	.	-5.5%
> COc1cccc(C2CC(=O)N3CN(c4cccc(Cl)c4C)CSC3=C2C#N)c1OC (stereo not drawn)
→ ?	-4.1	12.6µM*	?
> COc1ccc(Cc2nn3c(Cn4nnc5ccccc54)nnc3s2)cc1
→ ?	-7.2[1.84 µM]	-3.6%[11.4 µM]	1.0%
> Cc1cccc2cc(CN(Cc3ccc(F)cc3)C(=O)C(F)(F)F)c3nnnn3c12
→ ?	7.6	.	-3.8%
> COCCn1c(C)cc(C(=O)COC(=O)c2ccc(NC(=O)CC#N)cc2)c1C
→ ?	-9.4	-14.8%	-2.6%
> COc1cccc(CN(C(=O)c2cc3ccccc3oc2=O)C2CC2)c1
→ 7.3	-2.3	-1.3%	0.5%
> Fc1ccc(C(c2nnnn2C2CCCC2)N(Cc2ccco2)CC2CCCO2)cc1 (stereo not drawn)
→ 18.1	11.6	1.6%	-9.1%
> COc1cccc(NC(=O)CCS(=O)(=O)c2cccs2)c1
→ ?	-3.3	-1.8%	8.4%
> Cc1ccc(C)c(S(=O)(=O)Nc2ccccc2C(=O)Nc2ccc(S(=O)(=O)Nc3ncccn3)cc2)c1
→ 6.0	.	.	2.1%
> CCC(NC(=O)/C(=C\c1ccc2c(c1)OCO2)NC(C)=O)C(=O)O (stereo not drawn)
→ -125.2*	.	.	2.8%
> COc1cc(C)ccc1S(=O)(=O)N1CCN(C23CC4CC(CC(C4)C2)C3)CC1
→ ?	9.2	54.1%[activator]	2.2%

# Under each structure – PNC assembly inh	IMPase inh	15-hLO-2 inh	ALOX12 inhib
> O=C(Nc1ccccc1)N1CCc2ccccc21
→ 18.8	12.5	.	3.8%
> COc1ccc(C2=C(C)CC(C)(C)NC2=O)cc1OC
→ 4.5	3.1	2.3%	1.3%
> COc1ccc(NC(=O)COC(=O)CCCc2c[nH]c3ccccc23)cc1
→ -24.1	4.9	-10.0%	-7.0%
> CSCCC1NC(=O)N(CC(=O)Nc2c(Cl)cc(Cl)cc2Cl)C1=O (stereo not drawn)
→ 24.6	-4.3	-3.1%	0.9%
> Cc1ccccc1N(CC(=O)NCCSC1CCCCC1)S(=O)(=O)c1ccccc1
→ 50.1	-3.6	-15.9%	-8.8%
> C=CCOC(=O)CN1C(=O)c2ccccc2C1=O
→ -5.9	1.1	13.1%	-4.8%
> Cc1ccc(-c2ccc(NC(=O)C3C4C=CC(C4)C3C(=O)O)cc2)o1 (stereo not drawn)
→ 9.9	4.1	-1.9%	-1.8%
> N#CC1=C(SCC(=O)c2cc3ccccc3oc2=O)NC(=O)C(C#N)C12CCCC2 (stereo not drawn)
→ -23.3	-0.2	-13.8%	-15.2%
> Cc1nnc(SCC(=O)c2cc(C)n(-c3c(C)n(C)n(-c4ccccc4)c3=O)c2C)s1
→ -0.7	5.0	-3.9%	-3.1%
> O=C(Oc1ccc([N+](=O)[O-])cc1)c1cc(-c2ccccc2)nc2ccccc12
→ 97.1	-3.4	10.3%	1.2%
> CCCC(C)NCC(=O)Nc1ccccc1-c1ccccc1 (stereo not drawn)
→ 11.7	1.1	-8.8%	2.2%
> CCOC(=O)c1c(-c2ccccc2)csc1/N=C/C1C(=O)CCCC1=O
→ 38.1	.	.	-7.7%
> COCCNC(=O)CN(c1ccccc1OC)S(C)(=O)=O
→ ?	4.9	-0.6%	1.0%
> O=C1N(O)C2(C=CCCC2)/C(=N\O)C12CCCCC2 (stereo not drawn)
→ 16.3	1.8	-1.4%	-12.9%
> Cn1c2ccccc2n2c(=O)c(=O)n(CC(=O)c3ccc(F)cc3)nc12
→ -7.4	3.3	-2.3%	3.6%
> CCCN(CCC)C(=O)Cn1c(=O)n(CCCCC(=O)NC2CCCC2)c(=O)c2ccccc21
→ ?	-2.6[1.84 µM]	-11.0%[11.4 µM]	4.7%
> CCOc1ccc(Nc2ncnc(N)n2)cc1
→ ?	-3.8	-3.7%	-0.5%
> O=P(CCNCc1ccco1)(c1ccccc1)c1ccccc1
→ 31.4	6.0	4.6%	-4.1%
> CC(C)C(=O)Nc1nnc(CCc2nnc(NC(=O)C(C)C)s2)s1
→ -19.8	?	.	-2.1%
> O=C(CSc1n[nH]c(-c2cccnc2)n1)Nc1ccccc1
→ -29.7	4.9[0.0738 µM]	.	1.6%
> CC(=O)Nc1ccc(Sc2ncccc2C(=O)Nc2ccc(OC(F)(F)F)cc2)cn1
→ -14.0	-1.7	7.9%	-1.2%
> CC(=O)N1CCC(N(CCN2CCOCC2)C(=S)Nc2cccc(C)c2)CC1
→ 6.8	.	.	0.2%
> Cc1cccc(NCc2nc3ccccc3n2Cc2ccccc2)c1
→ -8.0	0.2	25.0%	-5.5%
> Cc1ccc(NC(=S)c2nc3ccccc3[nH]2)cc1
→ 18.8	0.3	14.3%	-21.4%
> COc1cccc(OCCn2cc(/C=N/NC(=O)c3ccncc3)c3ccccc32)c1
→ 14.4	.	.	-2.8%
> O=c1[nH]c2cc(Cl)c([N+](=O)[O-])nc2[nH]1
→ -25.6	0.1	.	2.2%
> CCOc1cccc(CNc2ccc(O)cc2)c1OCc1ccc(Cl)cc1Cl
→ 8.8	11.8	1.58µM*	?
> COC(=O)c1cc2c(ccn2-c2ccc(F)cc2)n1C(C)C
→ 59.4	10.2	-6.5%	-10.6%
> O=c1c2ccccc2c(-c2ccc(F)cc2)nn1-c1ccc(C(F)(F)F)cc1
→ -1.0	11.9	23.9%	4.1%
> CC(C)(C#N)Nn1cnnc1
→ -8.6	-10.1	.	2.5%

# Under each structure – PNC assembly inh	IMPase inh	15-hLO-2 inh	ALOX12 inhib
> Cc1ccc2[nH]c(C)c(CCNC(=O)c3cc4cc([N+](=O)[O-])ccc4oc3=O)c2c1
→ -18.6	-15.0	.	-0.9%
> Cn1nnnc1SCc1cc(=O)[nH]c2ccccc12
→ ?	-3.0	3.9%	-6.2%
> CCOC(=O)CC(N)c1ccc(OC)cc1 (stereo not drawn)
→ -20.9	-2.8	-5.6%	2.0%
> Cc1ccc(-n2c(C)cc(/C=N/NC(=O)CC3(C)OCCO3)c2C)c(C)c1
→ -25.1	1.5[0.369 µM]	.	0.3%
> COCCNC(=O)CSc1nc2c(n1-c1ccccc1)CCCC2
→ 17.2	-3.5	5.0%	-5.2%
> Cc1ccccc1S(=O)(=O)Cc1ccc(C(=O)NCCN2CCN(Cc3ccccc3)CC2)o1
→ -3.7	6.3	17.8%	1.8%
> Cc1cc(C)n(-c2cc(N3CCN(S(=O)(=O)c4ccc(C)c(C)c4)CC3)ccc2[N+](=O)[O-])n1
→ 30.0	1.3	-13.2%	4.7%
> COc1cc(OC)c2c(-c3cccc(-c4ccc(N(C)C)cc4)c3)cc(=O)oc2c1
→ .	.	2.3%[0.0915 µM]	3.0%[0.00818 µM]
> COc1ccc(C2CC(c3ccccc3)=NN2C(=O)c2ccc(Cl)c([N+](=O)[O-])c2)cc1 (stereo not drawn)
→ 27.8	.	.	-0.9%
> COc1ccc(C2NCCO2)cc1OC (stereo not drawn)
→ 29.4	-4.9	-2.4%	-1.2%
> COc1cccc(CN(C)CC(=O)Nc2cc3oc4ccccc4c3cc2OC)c1
→ 20.6	-10.7	.	-3.3%
> CC(C)(C)NC(=O)C(c1ccc(F)cc1)N(Cc1ccco1)C(=O)c1csnn1 (stereo not drawn)
→ -15.9	8.8	-9.6%	-7.3%
> O=C(CCn1cnc2ccccc2c1=O)Nc1ccc(Cl)c(Cl)c1
→ 25.9	3.5	6.6%	6.2%
> CC12CC(NC(=O)N1c1cccc(C(=O)Nc3ncn[nH]3)c1)c1ccccc1O2 (stereo not drawn)
→ 8.5	17.8	0.3%	-2.7%
> Cc1cc(C)cc(N(C(=O)Cc2cccs2)C(C(=O)NC2CCCCC2)c2ccccn2)c1 (stereo not drawn)
→ 5.9	9.2	-1.5%	0.7%
> Cc1cccc(Nc2ncnc3ccccc23)c1
→ ?	4.3	3.3%	8.3%
> CCC(=O)Nc1ccc(S(=O)(=O)Nc2cccnc2)cc1
→ 28.0	5.7	1.2%	-0.8%
> COc1ccccc1NC(=O)N(Cc1ccco1)Cc1cc2cc(C)cc(C)c2[nH]c1=O
→ 49.8	-4.9	8.3%	-27.9%
> Cc1nc2ccc(S(=O)(=O)NCC(=O)N(C)Cc3ccco3)cc2s1
→ 39.4	-1.0	0.3%[2.29 µM]	-2.9%
> CCN1CC(O)=C(c2nc3ccccc3s2)C1=N
→ 28.5	-4.2	-1.2%	4.6%
> COc1ccc(CNC(=S)NC2CCCC2)cc1
→ -10.7	-11.9	.	-1.0%
> CCCn1c(SCC(=O)c2c(C)[nH]c(C)c2C(=O)OCC)nc2ccccc21
→ -17.2	.	.	-0.5%

# An excerpt; the hit share may differ from the screen's.
